KB-V1 cytotox: KB-V1 MDR subline cytotoxicity. KB-V1 MDR cells viability, CellTiter-Glo, 72 h. Potency, µM (top dose mostly 46.1 µM), inactives show top-dose activity change, negative = cytotoxicity, usual class: cytotoxic. actives 3.4% (n = 400,000); note: % is set by controls: 0 for no effect and ±100 for the full control effect; nearly all actives have a fitted effect of over 60% in size
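Readout: CellTiter-Glo luminescence, 10 min after addition. Cells: KB-V1 MDR subline, 72 h at 37 degrees C with compound. Analysis: corrected, normalized data fitted to concentration-effect curves.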
KB-3-1 cytotox: KB-3-1 parental cell cytotoxicity; Potency, µM (top dose mostly 46.1 µM), for the others: at the top dose activity change, negative = cytotoxic, usual class: cytotoxic; KB-3-1 viability, CellTiter-Glo ATP luminescence, 72 h; actives 1.4% (n = 400,000); note: % is set by controls: 0 for no effect and ±100 for the full control effect; nearly all actives have a fitted effect of over 60% in size
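72 h, 37 °C compound treatment of KB-3-1 parental cells; CellTiter-Glo added, 10 min, luminescence read. Data corrected against DMSO-only plates and normalized before curve fitting.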
SW480 rereplic: inducers of DNA re-replication in SW480 colon cancer cells; Potency, µM (top dose mostly 46.1 µM), without a hit: top-dose re-replication activation, most hits filed as activators; SW480 DNA re-replication, Hoechst DNA content imaging, 48 h; AID 624297; actives 1.8% (n = 340,000); note: % of control where 0% means no effect; nearly all actives have a fitted effect of over 55% in size
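Readout is total intensity of Hoechst-stained nuclei, excited at 405 nm and collected at 500-530 nm. Compound treatment lasted 48 hr at 37 C in 5% CO2 before staining.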
GLP-1R agonist: activates the human GLP-1 receptor; P43220; HEK293 GLP-1R CRE-luciferase, luminescence, 4-6 h; cells express a hypersensitive GLP-1R form; Potency, µM (highest dose often 45.6 µM), for inactives: at the highest dose activation, most hits filed as activators; actives 0.007% (n = 380,000); note: % of control where 0% means no effect
Target sequence (P43220 whole entry, looked up): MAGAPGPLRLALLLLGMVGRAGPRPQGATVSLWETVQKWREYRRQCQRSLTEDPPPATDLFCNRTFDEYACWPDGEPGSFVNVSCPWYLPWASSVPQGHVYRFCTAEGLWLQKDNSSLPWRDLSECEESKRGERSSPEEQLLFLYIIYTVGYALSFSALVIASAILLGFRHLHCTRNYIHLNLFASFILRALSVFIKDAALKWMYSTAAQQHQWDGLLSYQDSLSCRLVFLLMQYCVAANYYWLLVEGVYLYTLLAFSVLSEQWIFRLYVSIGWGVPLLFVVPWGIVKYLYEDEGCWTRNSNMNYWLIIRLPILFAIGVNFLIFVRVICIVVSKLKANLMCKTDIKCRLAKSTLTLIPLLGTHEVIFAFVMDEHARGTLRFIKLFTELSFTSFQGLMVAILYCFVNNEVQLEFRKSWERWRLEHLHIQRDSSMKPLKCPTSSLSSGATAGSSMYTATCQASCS
TDP43 rescue: TDP-43 toxicity inhibition in yeast | TDP-43 expressing yeast growth rescue, BacTiter-Glo, 24 h | Potency, µM (titrated, usually from 46.1 µM), for the others: top-dose growth rescue (activation), hits mostly activators | actives 1.8% (n = 410,000) | AID 652104; note: % of control where 0% means no effect; nearly all actives have a fitted effect of over 50% in size
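Galactose-induced TDP-43 yeast, OD600=0.02, compound pinned; 24 hr, 30 deg C; BacTiter-Glo luminescence for growth. Inhibitors of TDP-43 toxicity read as activators.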
GLP-1R inv ag: acts as inverse agonist at human GLP-1 receptor | HEK293 GLP-1R CRE-luciferase, luminescence, 24 h; GLP-1R form is constitutively active | Potency, µM (highest dose often 38.3 µM), inactives show at the top dose activity change, negative = inhibition, most hits filed as inhibitors | P43220 | AID 624417 | actives 1.6% (n = 410,000); note: % is set by controls: 0 for no effect and ±100 for the full control effect; nearly all actives have a fitted effect of over 55% in size
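GLP-1R inverse agonism mode: basal reporter luminescence in engineered HEK293 cells measured after one day of compound exposure at 37 deg C, with a 12 min room-temperature detection step.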
HEK293 tox: cytotoxicity in counter-screen for GLP-1R inverse agonists. Potency, µM (series often up to 38.3 µM), for the others: at the top dose activity change, negative = inhibition, most hits filed as inhibitors. HEK293 cAMP-luciferase reporter cells, luminescence, 24 h. actives 0.13% (n = 410,000);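 note: loss of luciferase light is scored as toxicity; % is set by controls: 0 for no effect and ±100 for the full control effect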
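Here, cytotoxicity is scored as loss of luminescence. The MLSMR collection was tested on cells seeded in medium containing 10% Nu serum, with a 24 hr compound exposure preceded by 12 hours of culture.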
HT1080-NT tox: kills 2HG-producing HT-1080-NT fibrosarcoma cells; HT-1080-NT fibrosarcoma viability, CellTiter-Glo ATP luminescence, 48 h; Potency, µM (series often up to 46.1 µM), without a hit: at the highest dose activity, negative = less viability, most hits filed as cytotoxic; actives 1.6% (n = 360,000);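 note: NT is the 2HG producing partner of a matched IDH1 knockdown line; 0% = DMSO-treated cells and -100% = media-only wells without cells; nearly all actives have a fitted effect of over 55% in size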
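Viability by CellTiter-Glo luminescence after 48 h compound exposure at 37C of HT-1080-NT cells (750/well, RPMI, 5% FBS). % activity scaled between DMSO wells and medium-only wells, then curve-fitted and categorized by curve class.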
HT1080 IDH1KD tx: kills HT-1080 cells with IDH1 knockdown | HT-1080 IDH1 knockdown viability, ATP luminescence, 48 h | Potency, µM (highest dose often 46.1 µM), for the others: top-dose activity, negative = toxicity, most hits filed as cytotoxic | actives 2% (n = 360,000);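 note: 0% = DMSO wells and -100% = cell-free medium wells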
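Luminescent ATP read-out (CellTiter-Glo, 10 min at room temperature) after 48 h compound exposure at 37 °C gave viability of IDH1-knockdown HT-1080 cells. Activity was normalised to DMSO and cell-free wells, then fitted as concentration-response curves.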
Starred values were filed as active, the others as inactive; ? = inconclusive; nt = not tested or not shown; & = joins results of further samples; [ ] = dose if it differs, or a comment. Calls come from the whole dose curve; as a rule, active = well fitted curve in the direction sought with a large enough effect; inconclusive = small, poorly fitted or top-dose-only effect, or another doubt; inactive = no such curve, though single readings can be large; an effect the other way counts as inactive or inconclusive. Potency is the fitted concentration of half-maximal effect. A portion of the library, so the mix of outcomes need not match the whole.

The opening 4 records (preview)
Each structure is followed by: HT1080 IDH1KD tx	SW480 rereplic	KB-V1 cytotox	HT1080-NT tox	HEK293 tox	GLP-1R agonist	GLP-1R inv ag	TDP43 rescue	KB-3-1 cytotox
(1) CCOC(=O)C1Nc2ccc(C(F)(F)F)cc2C2c3ccccc3CC12 (stereo unspecified)
  ?	3%	18µM*	?	?	-8%	?	?	16µM*
(2) COC(=O)C1=C(c2ccccc2)C[C@@H]2CC[C@H]1N2C(=O)NCC1CC1
  8%	-6%	0%	3%	12%	3%	-13%	11%	-8%
(3) CC(=O)Nc1ccccc1C(=O)OCC(=O)c1ccc2c(c1)OCCO2
  13%	-1%	4%	11%	6%	4%	16%	-2%	13%
(4) Cc1cccn2c(=O)c3cc(C(=O)N4CCC5(CC4)OCCO5)n(C)c3nc12
  13µM*	7.3µM*	3.7µM*	16µM*	45%[activator]	9%	?	7%	3.3µM*

All compounds of this part (from the top)
Each structure is followed by: HT1080 IDH1KD tx	SW480 rereplic	KB-V1 cytotox	HT1080-NT tox	HEK293 tox	GLP-1R agonist	GLP-1R inv ag	TDP43 rescue	KB-3-1 cytotox
(1) CCOC(=O)C1Nc2ccc(C(F)(F)F)cc2C2c3ccccc3CC12 (stereo unspecified)
  ?	3%	18µM*	?	?	-8%	?	?	16µM*
(2) COC(=O)C1=C(c2ccccc2)C[C@@H]2CC[C@H]1N2C(=O)NCC1CC1
  8%	-6%	0%	3%	12%	3%	-13%	11%	-8%
(3) CC(=O)Nc1ccccc1C(=O)OCC(=O)c1ccc2c(c1)OCCO2
  13%	-1%	4%	11%	6%	4%	16%	-2%	13%
(4) Cc1cccn2c(=O)c3cc(C(=O)N4CCC5(CC4)OCCO5)n(C)c3nc12
  13µM*	7.3µM*	3.7µM*	16µM*	45%[activator]	9%	?	7%	3.3µM*
(5) COC(=O)C1=C(c2ccc(OC(F)(F)F)cc2)C[C@@H]2CC[C@H]1N2C(=O)NC1CCCCC1
  -12%	?	?	-3%	9%	2%	13µM*	18µM*	?
(6) Cn1cccc1CNCCc1ccccc1F
  -8%	-2%	12%	1%	-10%	2%	9%	-22%	1%
(7) O=C(Cc1ccccc1[N+](=O)[O-])N1CCN(Cc2ccc3c(c2)OCO3)CC1
  -13%	16µM*	-4%	-14%	-16%	22%	?	-11%	-15%
(8) CCC(=Nc1cccc(C(F)(F)F)c1)c1c(O)n(C)c(=O)n(C)c1=O
  19%	-45%[inhibitor]	-6%	19%	8%	-1%	12%	-15%	?
(9) CC(N)C(=O)NC1C2C(=C(O)CC(O)C2O)C(=O)OC1(C)C(Cl)Cl (stereo unspecified)
  0.92µM*	?	18µM*	?	5%	-22%	?	?	2.1µM*
(10) CCC(COC(=O)NC)NC(=O)Oc1cccc(C)c1 (stereo unspecified)
  17%	-77%[inhibitor]	-2%	23%	-6%	-6%	5%	-5%	2%
(11) COc1ccc(C(c2nnnn2-c2ccc3c(c2)OCCO3)N2CCC(n3c(=O)[nH]c4ccccc43)CC2)cc1 (stereo unspecified)
  15µM*	nt	?	18µM*	-27%	1%	?	21%	?
(12) OC(CNCCc1c[nH]c2ccccc12)C(F)(F)F (stereo unspecified)
  2%	?	-17%	-23%	0%	-1%	1%	-6%	-5%
(13) FC(F)(F)c1ccc2c(c1)N(CCCN1CCN(CCCl)CC1)c1ccccc1S2
  ?	-3%	?	?	-16%	-1%	?	6%	?
(14) COc1ccc(C(O)C(C)NC(C)C(O)c2ccc(OC)cc2)cc1 (stereo unspecified)
  0%	-21%	11%	2%	2%	-4%	14%	12%	1%
(15) CSc1ccccc1NP1(=O)OCC(C)([N+](=O)[O-])CO1 (stereo unspecified)
  -3%	-2%	-11%	0%	13%	0%	12%	25%	2%
(16) CCOc1ccc(C(=O)OC2CC3CCC(C2)N3C)cc1 (stereo unspecified)
  -1%	-1%	19%	0%	3%	16%	?	1%	-3%
(17) C=CCN1C(=O)NC(=O)/C(=C/c2c(CCN(C)C(=O)c3ccccc3)cc3c(c2OC)OCO3)C1=O
  8%	2%	0%	0%	2%	2%	3%	11%	-1%
(18) COc1ccc(-c2cc(C(F)(F)F)n3nc(C(=O)N4CCC5(CC4)OCCO5)cc3n2)cc1OC
  -8%	2%	-19%	-6%	15%	-4%	-9%	16%	-4%
(19) CC1(C)CC(=O)C=C(NCCN2CCN(C(=O)Cc3ccc(Cl)cc3)CC2)C1
  15%	-6%	?	11%	-11%	-3%	1%	22%	14%
(20) COc1ccc(C[C@H]2CN3C(=NC[C@@H]3Cc3ccccc3)N2CCNC(=O)CCC2CCCCC2)cc1
  ?	?	16µM*	?	-32%	9%	?	7%	?
(21) CCCC(=O)NC(Oc1ccc(C(C)=O)cc1)C(Cl)(Cl)Cl (stereo unspecified)
  7%	-20%	2%	9%	-4%	5%	5%	-3%[9.22 µM]	11%
(22) Cc1cccc(C(O)c2ncc(-c3ccccc3Cl)[nH]2)c1C (stereo unspecified)
  -2%	nt	-6%	-17%	5%	-3%	?	15%	0%
(23) CN(C)CC1CCCCC1=O (stereo unspecified)
  9%	?	26%	20%	17%	-1%	5%	-22%	6%
(24) OC(CCCN1CCC(O)(c2ccc(Cl)cc2)CC1)c1ccc(F)cc1 (stereo unspecified)
  ?	-4%&11%	-28%	-29%	4%	2%	?	19%	0%
(25) O=C(/C=C/c1c[nH]c2ccccc12)c1ccccc1
  -16%	18µM*	-20%	1%	71%[activator]	-4%	?	?	28%
(26) Cc1ccc(Nc2nc3ccccc3[nH]2)nc1
  5%	16%	?	-1%	?	7%	?	24%	?
(27) Clc1cccc(Cl)c1Cl
  -9%	-30%	0%	-19%	6%	-6%	5%	22%	0%
(28) CN(C[C@H](Cc1ccccc1)N(C[C@H](c1ccccc1)N(CCc1ccccc1)N=O)N=O)N=O
  -5%	2%	-2%	8%	8%	2%	?	21%	-2%
(29) COC(=O)C1=C(c2ccc(C(C)=O)cc2)C[C@@H]2CC[C@H]1N2C(=O)N1CCC(O)(c2ccc(Cl)cc2)CC1
  -9%	-2%	-5%	-10%	-2%	12%	?	3%	0%
(30) Cc1ccc2c(c1Cl)NC(C(=O)O)C1CC(Sc3ccccc3[N+](=O)[O-])C(Cl)C21 (stereo unspecified)
  -17%	-7%	-1%	-19%	-13%	-3%	-6%	10%	2%
(31) COc1ccccc1/C=C/CN1CCC(n2nccc2NC(=O)CCc2ccccc2)CC1
  0%	18%	-4%	-14%	?	-6%	?	-4%	-23%
(32) Oc1ccc(-c2csc(-c3ccccc3)n2)cc1O
  10µM*	-7%	15µM*	11µM*	?	5%	0%	?	?
(33) C[n+]1c(-c2ccccc2)c2cc(N)ccc2c2ccc(N)cc21
  1.3µM*	-97%[inhibitor]	0%	6.5µM*	?	-3%	1.8µM*	-14%	2.9µM*
(34) C=CCn1c(O)c(C(C)=Nc2ccc(N(C)C)cc2)c(=O)[nH]c1=O
  -19%	?	0%	-4%	-24%	0%	-9%	21%	?
(35) Cc1cc(C)cc(N2C(=O)NC(=O)/C(=C\c3cccn3-c3ccc(Cl)cc3)C2=O)c1
  ?	0%[9.22 µM]	?	?	6%	-21%	0%	-22%	?
(36) Cc1ccc(CN2C3CCCC2CC(NC(=O)c2ccc(F)cc2)C3)cc1 (stereo unspecified)
  -1%	-2%	?	-10%	-19%	0%	?	-10%	-6%
(37) CN(C)c1ccc(C2CC(c3c(O)n(C4CCCCC4)c(=O)[nH]c3=O)=Nc3ccccc3S2)cc1 (stereo unspecified)
  nt	nt	5%	nt	3%	nt	?	9%	6%
(38) O=[N+]([O-])/C=C1/NCCN1Cc1ccc(Cl)nc1
  18%	-2%	-8%	10%	14%	1%	6%	3%	2%
(39) CN(C)c1cc[n+](CC(O)C[n+]2ccc(N(C)C)cc2)cc1
  11%	1%	22%	1%	9%	6%	7%	21%	15%
(40) CCCCn1c(O)c(C(C)=NCc2cccnc2)c(=O)[nH]c1=O
  3%	-9%	-20%	7%	3%	-2%	20%	-3%	16%
(41) CC1([N+](=O)[O-])COP(=O)(Nc2cccc(F)c2)OC1 (stereo unspecified)
  4%	-1%	-7%	5%	-12%	0%	10%	0%	4%
(42) Cn1c(=O)c2c(ncn2CCCl)n(C)c1=O
  1%	-3%	58%	0%	-24%	4%	4%	2%	2%
(43) O=c1[nH]c2ccccc2n1C1CCN(C(c2cccc3ccccc23)c2nnnn2-c2ccc3c(c2)OCCO3)CC1 (stereo unspecified)
  ?	nt	?	?	?	-3%	?	0%	?
(44) N#CC(Br)Br
  1%	-24%	0%	19%	0%	13%	-4%	22%	0%
(45) Cn1c(O)c(/C=C/C=Nc2ccccc2)c(=O)n(C)c1=O
  0%	-5%	6%	4%	15%[1.53 µM]	-5%	7%	11%	-10%
(46) CC(Cc1ccccc1)NCc1ccccc1O (stereo unspecified)
  -4%	-3%	-21%	5%	8%	5%	14%	0%	7%
(47) CCCC1(CC(C)CC)C(=O)NC(=O)NC1=O (stereo unspecified)
  5%	nt	-4%	4%	-1%	-2%	5%	12%	-23%
(48) Cc1ccsc1C(=O)C1CCCN(Cc2ccccc2O)C1 (stereo unspecified)
  -8%	?	?	-14%	6%	6%	?	15%	-2%
(49) CC(=O)Nc1ccccc1C(=O)OCC(=O)Nc1ncccn1
  9%	4%	-3%	17%	16%	1%	30%[activator]	4%	?
(50) CCc1ccccc1N1C(=O)/C(=C/c2ccc(N3CCN(C)CC3)o2)C(=O)NC1=S
  3%	-3%	8%	4%	-21%	0%	55%[activator]	-5%	2%
(51) CCOc1ccc(C(NC(=O)c2cc(OC)c(OC)c(OC)c2)c2cc(Cl)c3cccnc3c2O)cc1 (stereo unspecified)
  nt	nt	-3%	nt	-29%	nt	?	6%	1%
(52) Cc1ccc2nc3c(cc2c1)CC1(C(=O)N(C)C(=O)N(C)C1=O)C1CCCCN31 (stereo unspecified)
  0%	-3%	-19%	-1%	-11%	1%	?	3%	7%
(53) CC(=O)[C@H]1CC[C@H]2[C@@H]3CC[C@H]4C[C@H](O)CC[C@]4(C)[C@H]3C(=O)C[C@]12C
  6%	3%&-14%&-2%	-26%	-5%	4%	5%&21%	10%	28%	0%
